Myeloid diff MLP: compounds promoting myeloid differentiation | ER-HoxA9 myeloid progenitors, lysozyme-GFP differentiation, flow cytometry | calls only at 10 µM | 360,000 tested, 1% active;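 active = normalized GFP-positive differentiation at or above the plate's own cutoff, the solvent-only control mean plus 3 SD; inconclusive = no clear call, values can overlap the other calls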;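 note: cells exposed to compound for four days before flow analysis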
Myeloid diff MLP GFP+ MAC1+ %: second read-out of Myeloid diff MLP, no call of its own (marks repeat the call); GFP+ MAC1+ double positive, %; measured here: differentiation confirmed by MAC1 staining
An asterisk follows results filed as active; i = inactive; ? = inconclusive; . = no result given. These rows are one share of the data; rates above refer to the full screens.

SMILES	Myeloid diff MLP	Myeloid diff MLP GFP+ MAC1+ %
COc1ccccc1NC(=O)C1CCOC1=O (stereo unspecified)	i	0.3
COc1ccccc1-c1cc(NC(C)=O)c2ncc(-c3cccc(C(C)=O)c3)n2c1	i	0.4
CCc1ccc([C@H]2[C@@H]3C(=O)C[C@@H]4C(=O)N(Cc5ccccc5)C(=O)[C@@H]4[C@@H]3CN2S(=O)(=O)c2ccc(C)cc2)cc1	i	0.9
CCOC(=O)C1(C)CCN1C(=O)c1cncc(Br)c1 (stereo unspecified)	i	0.4
Cc1noc(C)c1-c1ccc(C(=O)NCc2ccco2)c2occc12	i	0.5
COc1ccc([C@H]2CC(=O)C[C@@H](CCn3ccnn3)O2)cc1	i	1.0
Cc1ccc(S(=O)(=O)NC(=O)C2(C)CCN2C(=O)Cc2ccc(Cl)cc2Cl)cc1 (stereo unspecified)	i	0.7
CCCCNC(=O)C1(C)CCCCCN1Cc1cc2ccccc2o1 (stereo unspecified)	i	1.1
O=C(OCc1ccccc1)N1CCC2CC1c1ccc(N3CCOCC3)cc12 (stereo unspecified)	i	0.8
CCNC(=O)C1(C)CCCN(CCOc2ccc(OC)cc2)C1 (stereo unspecified)	i	0.4
CCCS(=O)(=O)NC(=O)C1(C)CCCN(C(=O)c2cccc3ccccc23)C1 (stereo unspecified)	i	1.0
Cc1cc(C)n2c(Nc3c(C)cccc3C)c(-c3ccccn3)nc2n1	i	1.3
CC(C)C[C@H]1CN([C@@H](Cc2ccccc2)CN2CCC[C@@H]2CN2C(=O)C(=O)NC[C@@H]2Cc2ccccc2)C(=O)C(=O)N1CCc1ccccc1	i	0.8
Cc1ccc(CNC(=O)C2CCC(=O)N(Cc3cccc(F)c3)C2)s1 (stereo unspecified)	i	0.7
COc1ccc(-c2ccc(C(=O)N3CCN(C)CC3)c3occc23)c(C)c1	i	0.6
O=C(NCCc1ccccc1)c1ccc(S(=O)(=O)N2CCCCC2)cc1	i	0.7
COc1ccc(NC(=O)c2cc(-c3ccc(C)o3)nc3ccccc23)c(OC)c1	i	0.7
CC(=O)N1c2ccccc2Sc2ccc3ccccc3c21	i	0.8
CCn1c2ccccc2c2cc(NC(=O)N3CCCCC3)ccc21	i	1.1
CCCCn1c(NCc2ccc(OC)cc2O)nc2ccccc21	i	1.7
O=C(Nc1cccc(C(F)(F)F)c1)C1Cc2c(-c3ccccc3Oc3ccccc3)ccnc2O1 (stereo unspecified)	i	0.4
C[C@H]1CCCCO[C@@H](CN(C)S(=O)(=O)c2ccc(Cl)cc2)[C@@H](C)CN([C@@H](C)CO)C(=O)c2cc(NS(=O)(=O)c3ccccc3)ccc2O1	i	0.6
Cc1ccc(S(=O)(=O)N2C[C@]3(O)C[C@@H]4C(=O)N(c5ccccc5)C(=O)[C@@H]4C[C@]3(OC(=O)Nc3cccs3)C2)cc1	i	1.4
COc1cc(S(=O)(=O)n2ccc(C)n2)c(C)cc1C	i	1.0
CC(=O)Nc1cc(-c2cccc(C(=O)N(C)C)c2)cn2c(-c3cccc(C(=O)N(C)C)c3)cnc12	i	1.9
COc1ccc(C(=O)C[C@@H]2OC[C@H](Cc3ccccc3)N2S(=O)(=O)c2ccc(C)cc2)cc1OC	i	1.9
O=C(NCC(O)c1nc2ccccc2[nH]1)c1ccc(Br)cc1 (stereo unspecified)	i	0.9
CC(=O)NC(c1ccccc1)c1nc(-c2ccc(C)c(C)c2)cs1 (stereo unspecified)	i	1.1
COc1ccc(CN2C[C@@H](CO)O[C@@H](n3cnc4c(N5CCN(CCO)CC5)ncnc43)C2)cc1	i	0.4
CCNC(=O)C1(C)CCCN1C(=O)c1cc(OC)c(OC)c(OC)c1 (stereo unspecified)	i	1.4

13 structures out of the list, ordered by length of the SMILES, lowest first:
SMILES	Myeloid diff MLP	Myeloid diff MLP GFP+ MAC1+ %
CC(=O)N1c2ccccc2Sc2ccc3ccccc3c21	i	0.8
CCOC(=O)C1(C)CCN1C(=O)c1cncc(Br)c1 (stereo unspecified)	i	0.4
COc1cc(S(=O)(=O)n2ccc(C)n2)c(C)cc1C	i	1.0
O=C(NCC(O)c1nc2ccccc2[nH]1)c1ccc(Br)cc1 (stereo unspecified)	i	0.9
O=C(OCc1ccccc1)N1CCC2CC1c1ccc(N3CCOCC3)cc12 (stereo unspecified)	i	0.8
COc1ccc([C@H]2CC(=O)C[C@@H](CCn3ccnn3)O2)cc1	i	1.0
COc1ccccc1-c1cc(NC(C)=O)c2ncc(-c3cccc(C(C)=O)c3)n2c1	i	0.4
O=C(Nc1cccc(C(F)(F)F)c1)C1Cc2c(-c3ccccc3Oc3ccccc3)ccnc2O1 (stereo unspecified)	i	0.4
CC(=O)Nc1cc(-c2cccc(C(=O)N(C)C)c2)cn2c(-c3cccc(C(=O)N(C)C)c3)cnc12	i	1.9
COc1ccc(C(=O)C[C@@H]2OC[C@H](Cc3ccccc3)N2S(=O)(=O)c2ccc(C)cc2)cc1OC	i	1.9
Cc1ccc(S(=O)(=O)N2C[C@]3(O)C[C@@H]4C(=O)N(c5ccccc5)C(=O)[C@@H]4C[C@]3(OC(=O)Nc3cccs3)C2)cc1	i	1.4
CCc1ccc([C@H]2[C@@H]3C(=O)C[C@@H]4C(=O)N(Cc5ccccc5)C(=O)[C@@H]4[C@@H]3CN2S(=O)(=O)c2ccc(C)cc2)cc1	i	0.9
CC(C)C[C@H]1CN([C@@H](Cc2ccccc2)CN2CCC[C@@H]2CN2C(=O)C(=O)NC[C@@H]2Cc2ccccc2)C(=O)C(=O)N1CCc1ccccc1	i	0.8

(listing goes on)
SMILES	Myeloid diff MLP	Myeloid diff MLP GFP+ MAC1+ %
CC(C)N(C)c1ncnc2c1ncn2[C@H]1CN(Cc2ccc(Cl)cc2)C[C@@H](CO)O1	i	1.0
CC(N)c1csc(Nc2ccc(C(=O)NCCCO)cn2)n1 (stereo unspecified)	i	1.4
O=C(COC(=O)C1=COCCO1)NCc1ccc(Cl)cc1Cl	i	1.2
CC(O)(c1cccnc1)c1nc(-c2cccc(F)c2)cs1 (stereo unspecified)	i	0.7
O=C(NCc1cccnc1)c1cc(C2CCCN(C(=O)c3cccs3)C2)on1 (stereo unspecified)	i	0.9
CCCCn1nnnc1C(c1ccccc1)N1CCN(Cc2c(F)cccc2Cl)CC1 (stereo unspecified)	i	0.8
COc1ccc(CCN2C(=O)COc3ccccc3C2C(=O)Nc2ccc3c(c2)OCCO3)cc1OC (stereo unspecified)	i	1.7
COc1ccc(C(=O)Nc2cccc3c2CCCC3)c(OC)c1	i	0.1
CC(=O)Nc1cccc(C(=O)OCC(=O)NC(=O)NC2CCCC2)c1	i	0.9
CC1N=C(SCC(=O)c2ccc(F)cc2)N2C(C)N=C(SCC(=O)c3ccc(F)cc3)N12 (stereo unspecified)	i	0.7
OC(c1ccc(Cl)c(F)c1)c1ncc(-c2ccc(Oc3ccccc3)cc2)[nH]1 (stereo unspecified)	i	0.7
Cc1ccccc1CNC(=O)c1ccc2nc([C@@H]3O[C@H](CO)[C@H](O)[C@H](O)[C@H]3O)[nH]c2c1	i	1.0
C=C[C@]1(C)C=C2C(=O)C[C@H]3C(C)(C)CCC[C@]3(C(=O)O)[C@@]2(O)CC1	i	1.2
NS(=O)(=O)c1ccc(CCNc2nn3c(-c4ccc(F)c(Cl)c4)cnc3s2)cc1	?	.
O=C(NCc1ccccc1)c1ccc(S(=O)(=O)N2CCCCCC2)cc1	i	1.2
O=S1(=O)CC(N2CCN(Cc3ccccc3F)CC2)CN1Cc1cn(Cc2cccc(Cl)c2)nn1 (stereo unspecified)	i	0.9
Cc1ccc(NC(=O)CN(C2=NC3CS(=O)(=O)CC3S2)c2ccccc2)cc1 (stereo unspecified)	i	1.5
CCCC(=O)N1CCC1(C)C(=O)Nc1cc(C)ccc1C (stereo unspecified)	i	0.9
COC(=O)C[C@H]1C=C[C@H](NC(=O)c2ccc(F)cc2)[C@@H](CO)O1	i	3.2
Cn1c(=O)c2c(-c3ccccc3)n(-c3ccc(N)cc3)cc2n(C)c1=O	i	1.0
O=S(=O)(Nc1ccc(C(O)(C(F)(F)F)C(F)(F)F)cc1)c1ccc(Cl)c2nonc12	i	2.2
O=C(NCc1ccccc1)C1C(=O)Nc2ccccc2C(=O)N1Cc1ccccc1 (stereo unspecified)	i	1.2
Cc1cccc(S(=O)(=O)N(C)C[C@H]2OCc3cn(nn3)CCCC(=O)N([C@H](C)CO)C[C@@H]2C)c1	i	0.9
O=C(O)C1CCN(S(=O)(=O)c2ccc3[nH]ccc3c2)CC1	i	1.5
COc1ccc(OCCN2CCC(C(=O)NC(c3ccc(Cl)cc3)c3cccnc3)CC2)cc1 (stereo unspecified)	i	0.5
Cc1cc(C)cc(CC(=O)N2CCC2(C)C(=O)NS(=O)(=O)c2ccc(Cl)s2)c1 (stereo unspecified)	i	1.5
CNc1cncc(-c2cnn(CC(C)C)c2)n1	i	2.1
C#CCN1N=C(c2ccc(C)cc2)CSC1=O	i	0.2
S=c1[nH]nc(NC2CCCCC2)s1	i	1.4
CCOC(=O)c1c(C)[nH]c(C(=O)OC(C)C(=O)NC2(C#N)CCCCC2)c1C (stereo unspecified)	i	1.4
CC1CCN(C(=O)COC(=O)CCC(=O)c2ccc(F)cc2)CC1	i	0.6
CCc1nc2ccc(C(=O)Nc3ccc(OC)c(OC)c3)cn2c1N(C)CCC(C)C	i	1.3
COc1ccc(/C=N/NC(=O)c2cccc3ccccc23)c(OC)c1OC	i	0.6
COC(=O)C(Cc1c[nH]c2ccccc12)NC(=O)CCNC(=O)c1ccco1 (stereo unspecified)	i	0.7
Cc1ccc(C(=O)NCCCn2ccnc2)cc1C	i	0.9
CCCCCNC(=O)C(c1ccc(-c2ccccc2)cc1)n1c(=O)c(-c2ccccc2)nc2ccccc21 (stereo unspecified)	i	3.1
C[C@@H]1CN([C@H](C)CO)C(=O)c2cc(Br)cnc2O[C@@H]1CN(C)C(=O)CC1CC1	i	1.8
CC(C)(C)N1C(=O)c2ccccc2NC(=O)C1C(=O)NCCOc1ccccc1 (stereo unspecified)	i	1.1
Cc1ccccc1-c1cnc(C(O)c2ccccc2)[nH]1 (stereo unspecified)	i	1.1
CC(C)(C)c1ccc(C(=O)N2CCC2(C)C(=O)NS(=O)(=O)c2ccccc2Cl)cc1 (stereo unspecified)	i	1.3
CCN(Cc1ccccc1)C(=O)c1cccs1	i	0.3
C[C@@H]1CN([C@H](C)CO)C(=O)c2c(c3ccccc3n2C)-c2ccccc2CO[C@@H]1CN(C)S(=O)(=O)c1cccs1	i	2.4
CCc1nc2ccc(C(=O)NCCN3CCNC3=O)cn2c1N(C)Cc1ccc(OC)cc1	i	0.9
O=c1[nH]nc2c3ccccc3occ1-2	i	1.8
NC(c1csc(Nc2ccc(C(=O)c3ccccc3)cc2)n1)C1CCCCC1 (stereo unspecified)	i	1.4
COC(=O)c1ccc(Cn2c(C)c(C(=O)NCc3cccs3)sc2=O)o1	i	1.0
CCCS(=O)(=O)NC(=O)C1(C)CCN(C(=O)c2ccc(OC)cc2)C1 (stereo unspecified)	i	0.3
COc1ccc(CCN2CC(C(=O)NCc3ccon3)CCC2=O)cc1 (stereo unspecified)	i	0.8
Cc1ccc(C2CC(c3ccccc3)=NN2c2ccc(S(N)(=O)=O)cc2)cc1 (stereo unspecified)	i	1.6
Clc1ccccc1NN(Cc1ccncc1)c1ccccc1Cl	i	0.3
CN(C)CCNC(=O)c1cccc(-c2cnc3c(NC=O)cc(-c4ccccc4F)cn23)c1	i	0.5
O=C(Nc1cccc(Cl)c1Cl)c1ccco1	i	0.4
COC(=O)C[C@@H]1C[C@H]2c3cc(NC(=O)CC4CC4)ccc3O[C@H]2[C@@H](CO)O1	i	0.3
COc1ccc(C2=Nc3ccccc3N(C(=O)c3ccc(C(F)(F)F)cc3)C2C(=O)Nc2c(C)cccc2C)cc1 (stereo unspecified)	i	1.7
Cc1csc(-c2nc3ccccc3n2C(C(=O)NC(C)(C)C)c2cc3ccccc3o2)c1 (stereo unspecified)	i	4.6
Cc1ccc(S(=O)(=O)N2C[C@@H](C)[C@]3(C2)[C@H](O)[C@H](OC(=O)NCc2ccccc2F)C[C@H]2C(=O)N(c4ccccc4)C(=O)[C@H]23)cc1	i	0.4
CC(C)(C)c1ccc(C(=O)NCCC(=O)NCc2ccc(F)cc2)cc1	i	0.5
CC(C)C[C@H](NC(=O)CC[C@H]1O[C@@H](n2ccc(=O)[nH]c2=O)[C@H](O)[C@@H]1O)C(=O)O	i	2.1
CCOC(=O)c1cc(OCC)c2c(ccc3cc(OC)ccc32)n1	i	1.9
O=C(NCc1ccccc1)C1C(c2ccc3c(c2)OCO3)=Nc2ccccc2N1C(=O)c1cccc2ccccc12 (stereo unspecified)	i	3.6
(listing goes on)
SMILES	Myeloid diff MLP	Myeloid diff MLP GFP+ MAC1+ %
CC(C)c1cc(Cn2c3ccccc3c(=O)n2C(C)Cn2cc(CCCC#N)nn2)on1 (stereo unspecified)	i	2.5
C[C@H]1CN([C@@H](C)CO)S(=O)(=O)c2ccc(Br)cc2O[C@H]1CN(C)C(=O)c1cccnc1	i	1.5
COC1=CC(=O)c2nc(Cl)ccc2C1=O	?	.
CCCCNC(=O)C1C(c2ccc(OC)cc2)=Nc2ccccc2N1C(=O)c1ccc2ncccc2c1 (stereo unspecified)	i	3.5
O=S1(=O)CC(N2CCC(c3ccccc3)CC2)CN1C1CCCCC1 (stereo unspecified)	i	2.0
CCCc1ccc2ccc3ccccc3c2n1	i	0.3
CC(CC(=O)Nc1ccc2c(c1)c(=O)n(C)n2Cc1cccc(C(F)(F)F)c1)C(F)(F)F (stereo unspecified)	i	0.4
CC1(C(=O)Nc2ccccc2)CCN1C(=O)Cc1ccc(-c2ccccc2)cc1 (stereo unspecified)	i	1.0
O=C(NCc1ccccc1)c1cc(C2CCCCN2C(=O)c2ccccc2)on1 (stereo unspecified)	i	2.1
CCCC(=O)N1CCCC(c2cc(C(=O)NCc3cccnc3)no2)C1 (stereo unspecified)	i	0.7
COC(=O)c1ccc2nc(-c3ccc(C#N)cc3)c(Cc3cccc(F)c3)n2c1	i	0.5

Record cards, as listed above. Screens in order: Myeloid diff MLP, Myeloid diff MLP GFP+ MAC1+ %
C[C@@H]1CN([C@H](C)CO)C(=O)c2cc(Br)cnc2O[C@@H]1CN(C)C(=O)CC1CC1 is listed with i, 1.8
COC(=O)c1ccc(Cn2c(C)c(C(=O)NCc3cccs3)sc2=O)o1 is listed with i, 1.0
